Screens deposited in PubChem BioAssay by University of Kansas High Throughput Screening Laboratory.
Pf apPOL inh = Pf-apPOL DNA polymerase inhibition | Recombinant Pf-apPOL, molecular beacon fluorescence, 1.5 h | inhibition, % at 10 µM | actives 0.25% (n = 210,000) | AID 1794808
mHTT-CaM PPI inh = disrupts binding of mutant huntingtin to calmodulin | P42858 | AlphaScreen His-mHTT/GST-CaM binding, luminescence | inhibition, % at 15 µM | actives 3.6% (n = 190,000) | AID 1671202;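 further: 0% = both proteins with DMSO and 100% = one protein alone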
Target sequence (P42858 whole entry, looked up, stated change not applied): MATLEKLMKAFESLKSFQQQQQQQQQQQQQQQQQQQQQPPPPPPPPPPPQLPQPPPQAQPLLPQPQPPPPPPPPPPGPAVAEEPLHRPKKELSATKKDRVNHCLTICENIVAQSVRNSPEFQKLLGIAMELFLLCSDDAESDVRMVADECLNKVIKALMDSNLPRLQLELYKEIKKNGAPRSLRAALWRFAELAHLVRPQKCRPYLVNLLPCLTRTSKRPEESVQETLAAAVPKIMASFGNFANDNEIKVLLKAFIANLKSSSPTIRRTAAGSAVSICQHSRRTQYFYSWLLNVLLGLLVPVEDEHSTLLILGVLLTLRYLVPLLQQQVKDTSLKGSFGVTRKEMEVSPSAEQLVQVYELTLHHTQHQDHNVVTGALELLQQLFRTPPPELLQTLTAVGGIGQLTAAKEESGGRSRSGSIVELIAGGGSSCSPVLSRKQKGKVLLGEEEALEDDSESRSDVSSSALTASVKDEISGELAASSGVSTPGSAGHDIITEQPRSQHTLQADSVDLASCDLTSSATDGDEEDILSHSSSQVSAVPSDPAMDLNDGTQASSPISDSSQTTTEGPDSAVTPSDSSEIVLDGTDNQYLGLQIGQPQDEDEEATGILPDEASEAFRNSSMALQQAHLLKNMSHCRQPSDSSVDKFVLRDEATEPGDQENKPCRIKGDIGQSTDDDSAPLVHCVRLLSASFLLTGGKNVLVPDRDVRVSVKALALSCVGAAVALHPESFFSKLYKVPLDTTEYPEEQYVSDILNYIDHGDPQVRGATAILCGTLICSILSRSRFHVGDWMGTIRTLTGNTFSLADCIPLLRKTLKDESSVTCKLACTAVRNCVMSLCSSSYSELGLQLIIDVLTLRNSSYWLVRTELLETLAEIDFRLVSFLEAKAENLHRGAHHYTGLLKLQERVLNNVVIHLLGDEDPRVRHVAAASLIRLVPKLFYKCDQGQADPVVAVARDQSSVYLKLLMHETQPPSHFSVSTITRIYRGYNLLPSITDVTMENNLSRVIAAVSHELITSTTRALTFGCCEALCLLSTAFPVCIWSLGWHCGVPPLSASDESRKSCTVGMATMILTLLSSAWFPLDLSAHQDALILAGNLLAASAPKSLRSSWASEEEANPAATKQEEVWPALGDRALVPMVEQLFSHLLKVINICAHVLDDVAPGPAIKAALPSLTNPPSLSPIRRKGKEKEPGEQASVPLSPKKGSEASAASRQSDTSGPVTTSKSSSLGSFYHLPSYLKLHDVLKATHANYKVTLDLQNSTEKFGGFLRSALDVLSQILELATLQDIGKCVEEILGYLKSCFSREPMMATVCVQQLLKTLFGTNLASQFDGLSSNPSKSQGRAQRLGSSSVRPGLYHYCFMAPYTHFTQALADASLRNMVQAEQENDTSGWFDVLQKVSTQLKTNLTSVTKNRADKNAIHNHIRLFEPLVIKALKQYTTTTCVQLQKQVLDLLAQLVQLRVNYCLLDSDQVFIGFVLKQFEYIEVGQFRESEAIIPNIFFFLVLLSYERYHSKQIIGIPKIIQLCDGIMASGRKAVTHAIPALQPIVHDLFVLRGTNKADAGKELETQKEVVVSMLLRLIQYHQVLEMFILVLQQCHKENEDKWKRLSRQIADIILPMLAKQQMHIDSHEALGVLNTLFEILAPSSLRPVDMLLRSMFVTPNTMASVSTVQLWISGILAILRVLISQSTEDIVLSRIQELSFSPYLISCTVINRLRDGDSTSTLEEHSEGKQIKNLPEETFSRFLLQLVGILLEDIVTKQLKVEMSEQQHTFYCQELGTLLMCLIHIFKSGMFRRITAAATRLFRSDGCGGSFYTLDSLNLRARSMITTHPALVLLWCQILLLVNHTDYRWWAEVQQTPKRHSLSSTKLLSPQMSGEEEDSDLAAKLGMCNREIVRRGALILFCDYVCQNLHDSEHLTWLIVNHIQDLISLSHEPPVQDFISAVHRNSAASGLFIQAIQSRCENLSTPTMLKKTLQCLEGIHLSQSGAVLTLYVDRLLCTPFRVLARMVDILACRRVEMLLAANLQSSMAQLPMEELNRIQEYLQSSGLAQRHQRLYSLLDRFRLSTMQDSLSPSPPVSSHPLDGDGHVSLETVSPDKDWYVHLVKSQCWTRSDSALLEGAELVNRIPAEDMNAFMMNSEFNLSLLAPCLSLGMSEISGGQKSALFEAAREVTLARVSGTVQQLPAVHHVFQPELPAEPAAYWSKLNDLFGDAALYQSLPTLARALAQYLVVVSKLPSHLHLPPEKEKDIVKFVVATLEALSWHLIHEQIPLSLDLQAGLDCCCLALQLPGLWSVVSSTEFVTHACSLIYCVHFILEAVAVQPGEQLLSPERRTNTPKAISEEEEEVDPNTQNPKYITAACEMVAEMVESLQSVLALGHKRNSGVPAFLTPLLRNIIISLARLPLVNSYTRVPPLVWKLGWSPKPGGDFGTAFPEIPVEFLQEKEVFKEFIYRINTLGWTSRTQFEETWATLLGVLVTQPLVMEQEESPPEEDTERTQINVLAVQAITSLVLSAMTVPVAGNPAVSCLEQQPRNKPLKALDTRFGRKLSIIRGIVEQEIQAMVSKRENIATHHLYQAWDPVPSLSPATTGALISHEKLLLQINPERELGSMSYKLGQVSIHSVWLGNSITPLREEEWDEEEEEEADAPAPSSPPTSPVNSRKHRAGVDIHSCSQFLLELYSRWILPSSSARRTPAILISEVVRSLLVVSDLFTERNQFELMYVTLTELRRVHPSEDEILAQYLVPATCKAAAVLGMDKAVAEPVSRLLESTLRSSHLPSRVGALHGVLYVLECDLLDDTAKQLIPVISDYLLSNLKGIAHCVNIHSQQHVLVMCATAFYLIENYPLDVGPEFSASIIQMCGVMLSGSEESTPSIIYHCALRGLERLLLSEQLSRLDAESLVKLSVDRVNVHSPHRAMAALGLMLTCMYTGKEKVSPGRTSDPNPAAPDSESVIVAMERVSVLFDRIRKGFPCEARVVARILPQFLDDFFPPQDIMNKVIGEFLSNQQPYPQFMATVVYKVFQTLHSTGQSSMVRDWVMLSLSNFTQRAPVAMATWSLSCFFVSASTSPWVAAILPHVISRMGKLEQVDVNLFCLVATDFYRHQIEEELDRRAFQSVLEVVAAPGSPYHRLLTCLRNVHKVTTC
Active calls of the source: *; i = inactive; nt = not tested or not shown; & = joins results of further samples. No stated cut-off is given here; in the data, active means inhibition above about 50%; inactive means the rest. Only part of the results is shown, so the mix of outcomes need not match the whole.

SMILES	Pf apPOL inh	mHTT-CaM PPI inh
CC(C)C1(O)c2ccccc2-c2ncccc21 (configuration not stated)	0	-3
NCC(CC(=O)O)c1cccnc1 (configuration not stated)	-3	0
CCOC(=O)[C@]12Cc3cc(C)ccc3[C@H]1N(C1CCCCC1)C(=O)c1cc(OC)ccc12	0	-19
O=[N+]([O-])c1cc2c(cc1CNCCc1cccc(F)c1)OCO2	-2	5
O=C(NCc1ccc(Cl)c(Cl)c1)C(Cl)(Cl)Cl	3	-26
Cc1ccc2c(c1)C(c1ccccc1)NCC(=O)N2 (configuration not stated)	-4	9
CC1=CC(=C2C(=O)NC(=O)NC2=O)C=C(C(F)(F)F)N1CCc1ccccc1	-4	24
COc1ccc(C(=O)N2CCC3(C2)C(=O)Nc2ccc(OC)cc23)cc1 (configuration not stated)	-3	9
CC(C)c1ccc(N=Nc2c(O)[nH]c(=O)[nH]c2=O)cc1	0	nt
O=C1CC[C@@]2(O)C3Cc4ccc(O)c5c4C2(CCN3CC2CC2)[C@H]1O5 (some centres not stated)	-9	nt
CCOCCCNC(=O)C1c2cc(OC)c(OC)cc2C(=O)N2CCCCC12 (configuration not stated)	-4	-3
CCC1CN(C)CCC1(O)c1ccccc1 (configuration not stated)	-6	0
O=[N+]([O-])c1cccc(Cl)c1N1CCNCC1	-3	-2
CCOc1ccc(-n2c(C)nc3cc(C(=O)N4CCC5(CC4)OCCO5)ccc32)cc1	1	19
COc1ccc(CCC(=O)N2CCC3(C2)C(=O)Nc2ccc(OC)cc23)cc1 (configuration not stated)	-8	11
O=C(Cc1ccc(F)cc1)N1CCN(CC(O)c2cccs2)CC1 (configuration not stated)	-11	-11
CC(C)(O)c1[se]c2ccccc2c1I	-5	-18
CCn1cc(C(=O)Nc2cc(Cl)ccc2C)c2cccnc21	-3	8
CC(C)(C)NCC(O)c1ccccc1Cl (configuration not stated)	-6	nt
CCN(CC)c1ccc(C=Nc2sc3c(c2C#N)C2CCN3CC2)c(O)c1	2	11
Oc1cc(Cl)c(Cl)cc1O	24	-5&5
COc1ccccc1N1CCN(CC#N)CC1	1&-5	nt
Cn1cc(C(=O)NCc2cccc(C(F)(F)F)c2)c2cccnc21	4	16
C=CCN1C(=O)NC(=O)/C(=C/c2cc(Br)c(OCC(=O)O)c(OC)c2)C1=O	-3	7
Cc1oc2cc(OC(=O)N(C)C)ccc2c(=O)c1Oc1ccccc1Br	-2	-1

(list continues)
SMILES	Pf apPOL inh	mHTT-CaM PPI inh
Cc1ccc(S(=O)(=O)NC(CC(=O)N2CCC3(CC2)OCCO3)c2ccco2)cc1 (configuration not stated)	-3	-7
O=c1c2ccccc2nc(-c2ccc(Cl)cc2Cl)n1-c1nccs1	-1	2
COc1ccc(CC(C)NCCc2ccccc2)cc1OC (configuration not stated)	0	0
O=C1CC(=O)N(c2ccccc2F)C(=O)N1	-6	0
Cc1cc([N+](=O)[O-])nn1CC(=O)Nc1ccc(Cl)cc1C(=O)c1ccccc1	1	3
Cc1c(OC(=O)N(C)C)ccc2c1OC(=Cc1ccco1)C2=O	-8	6
CN1CC(CO)C=C2c3cccc4[nH]cc(c34)CC21 (configuration not stated)	0	nt
Cc1cc(OCc2ccccc2Cl)c2c3c(c(=O)oc2c1)CCCC3	-1	-1
CN1CCCN(C(=O)c2cn(C)c3ncccc23)CC1	-2	-3
O=C(Cc1ccc(F)cc1)N1CCN(Cc2noc3ccccc23)CC1	-9	14
O=C1OC(c2ccc([N+](=O)[O-])cc2)=N/C1=C\N1CC2CC(C1)c1cccc(=O)n1C2 (configuration not stated)	0	9
N/C(=N\[N+](=O)[O-])N1CCN(C(=O)c2ccco2)CC1	-2	i
CCc1ccc(CN2CCN(CCO)CC2)cc1	5	-6
c1ccc([Se]c2c(-c3ccccc3)[se]c3ccccc23)cc1	-2	-29
Brc1ccc(C2C=C(c3cccnc3)Nc3nnnn32)cc1 (configuration not stated)	-5	20
COc1ccc(-c2nc3ccccc3c(=O)n2-c2cccc(OC)c2)cc1	-5	19
CCCN1CCC[C@@H]2Cc3[nH]ncc3C[C@H]21	-3	nt
CCc1ccccc1NC(=O)CN1C(=O)C(C)N=C(c2ccccc2)c2ccccc21 (configuration not stated)	-37	10
COc1cccc(/C=C2\N=C(c3cncc(Br)c3)OC2=O)c1	-5	-4
C=C(C)CN(CC)C1CCC(CC)CC1 (configuration not stated)	-4	-6
O=C(O)c1cc(S(=O)(=O)N2CC3CC(C2)c2cccc(=O)n2C3)ccc1F (configuration not stated)	-6	0
CC(Cc1ccccc1)[n+]1cc(N=C([O-])N(C)C)on1 (configuration not stated)	-1	-5
O=C1NC(=S)NC(=O)C1=Cc1c(Cl)cccc1Cl	32	nt
O=C1NC(=O)C(=Cc2cn(Cc3ccc(Cl)cc3)c3ccccc23)C(=O)N1	1	2
CCCc1c(C)c2cc3c(C)c(C)oc3cc2oc1=O	15	-26

The list continues.
SMILES	Pf apPOL inh	mHTT-CaM PPI inh
NCCc1ccc(S(=O)(=O)F)cc1	4	nt
COc1ccccc1CN1CCN(C(C)C)CC1	-2	-4
CCN(CC)c1ccc(CC2C(=O)N(C)C(=O)N(C)C2=O)cc1	-1	57*
COc1ccccc1N1CCN(Cc2cc(F)ccc2F)CC1	-4	-5
c1ccc(C2CCCNC2)cc1 (configuration not stated)	4	1
CC(Cc1ccccc1)N1C(=O)c2ccccc2C1=O (configuration not stated)	1	-86
COc1ccc(CN2CCNCC2)c(OC)c1OC	-2	-6
Cn1c(SCc2nc3ccccc3c(=O)n2-c2ccccc2)nc2ccccc21	28	0
CCOC(=O)C1(O)C(=O)Nc2cc(OC)cc(OC)c21 (configuration not stated)	-4	nt
CCCCOc1ccc(CN2CCN(CCO)CC2)cc1	-9	2
CN(C(=O)c1ccc(Cl)cc1)c1ccc(Cl)cc1C(=O)c1ccccc1	-5	nt
C=CCc1cc(C)cc(-n2nc3ccccc3n2)c1O	0	-29
CC(=O)Nc1ccc(Br)cc1C(=O)c1ccccc1Cl	2	1
CN(C)C=NC(=O)CN1CCCC1=O	-10	-3
O=C(Nc1ccc(Cl)cc1C(=O)c1ccccc1)c1ccco1	-3	nt
O=C(Nc1ccc(F)cc1F)c1cccn(Cc2ccc(Br)cc2)c1=O	-4	-24
O=C1NC(c2cccnc2)Nc2sc3c(c21)CCCC3 (configuration not stated)	-2	14
O=C(Nc1ccc([N+](=O)[O-])c(Cl)c1)C1CC(=O)N(c2ccc(Br)cc2)C1 (configuration not stated)	-3	5
COC(=O)c1ccc(-c2ccc(C(=O)OC)cc2)cc1	-3	nt
CN1CCC2=CC(O)C3OC(=O)c4cc5c(cc4C3C21)OCO5 (configuration not stated)	-6	nt
COc1ccc(-c2c(C)oc3cc(OC(=O)N(C)C)ccc3c2=O)cc1OC	-9	-1
CN1CCN(C(CN)c2ccc3c(c2)OCO3)CC1 (configuration not stated)	1	2
CCOc1cccc(CNC(=O)c2nc(C)n(C3CCN(C)CC3)c2C)c1	-1	13
CCOCCCn1c(=N)c(C#N)cc2c(=O)n3ccccc3nc21	-7	-6
CN1CCN(Cc2ccc(Cl)c(Cl)c2)CC1	-2	1

Further structures follow:
SMILES	Pf apPOL inh	mHTT-CaM PPI inh
CSC(=NC(N)=N[N+](=O)[O-])Nc1ccc(C)c(C)c1	-1	nt
O=C(C1CCC(=O)N1Cc1ccc(F)cc1)N1CCC2(CC1)OCCO2 (configuration not stated)	-16	-4
CC12CN3CC(C)(CN(C1)C31CCSCC1)C2=O	-1	-1
COc1ccc2c(c1)C1(CCN(C(=O)c3ccc(C)cc3)C1)C(=O)N2 (configuration not stated)	-3	-1
CCC(=O)N1N=C2C3CCN(CC3)C2C1c1ccc(N(C)C)cc1 (configuration not stated)	-3	-6
COc1ccc2c(c1)C1(CCN(S(=O)(=O)c3ccccc3)C1)C(=O)N2C (configuration not stated)	12	4
CCCN1CCC(N2CCCC2)CC1	5	-15
Cc1ccccc1N1C(=O)CC(=O)NC1=O	0&-6	1
Cc1nonc1OCCNc1ccc([N+](=O)[O-])c2cccnc12	-7	5
CCN1CCN(Cc2ccc([N+](=O)[O-])cc2)CC1	-15	-3
Cc1c(C(=O)N(C)Cc2ccccc2)oc2ccc(S(=O)(=O)N3CC(C)CC(C)C3)cc12 (configuration not stated)	6	-3
O=[N+]([O-])c1ccc(CN2CCN(c3ccc(F)cc3)CC2)cc1	49	16
Fc1ccccc1N1CCN(Cc2ccccc2)CC1	-2	-13
Clc1ccc(C(c2ccc(Cl)cc2)n2cc[n+](CC(OCc3ccc(Cl)cc3Cl)c3ccc(Cl)cc3Cl)c2)cc1 (configuration not stated)	-10	nt
Cc1ccccc1N1CCN(Cc2cccc([N+](=O)[O-])c2)CC1	-4	8
Cc1ccccc1C(=O)NC(Oc1ccccc1[N+](=O)[O-])C(Cl)(Cl)Cl (configuration not stated)	-2	1
Brc1cccc(CNCCc2ccc3c(c2)OCO3)c1	-3	-3
N#CCC[C@@H]1CC[C@]2(CCCN(Cc3ccccn3)C2)O1	-8	-10
O=Cc1cn(Cc2ccc(Cl)cc2)c2ccccc12	2	8
COc1cc(CN2CCN(c3ccc(Cl)cc3)CC2)cc(I)c1O	0	42
CCN1CCN(Cc2cccc(OC)c2O)CC1	3	-2
COc1ccc(C=Cc2cc(OC)c(OC)c(OC)c2)cc1[N+](=O)[O-]	0	4
CC12CN3CC(C)(CN(C1)C3c1cccs1)C2=O (configuration not stated)	-1	-4
O=C(CN1CCOCC1)Nc1ccc(Cl)cc1C(=O)c1ccccc1	74*	-3
Cc1ccc2c(c1)N(C(C)C(=O)N1CCC3(CC1)OCCO3)C(=O)CO2 (configuration not stated)	-4	-4

Quoted from above for reference:
SMILES	Pf apPOL inh	mHTT-CaM PPI inh
CCN1CCN(Cc2ccc([N+](=O)[O-])cc2)CC1	-15	-3
Cc1c(C(=O)N(C)Cc2ccccc2)oc2ccc(S(=O)(=O)N3CC(C)CC(C)C3)cc12 (configuration not stated)	6	-3
O=[N+]([O-])c1ccc(CN2CCN(c3ccc(F)cc3)CC2)cc1	49	16
Fc1ccccc1N1CCN(Cc2ccccc2)CC1	-2	-13
Clc1ccc(C(c2ccc(Cl)cc2)n2cc[n+](CC(OCc3ccc(Cl)cc3Cl)c3ccc(Cl)cc3Cl)c2)cc1 (configuration not stated)	-10	nt
Cc1ccccc1N1CCN(Cc2cccc([N+](=O)[O-])c2)CC1	-4	8
Cc1ccccc1C(=O)NC(Oc1ccccc1[N+](=O)[O-])C(Cl)(Cl)Cl (configuration not stated)	-2	1
Brc1cccc(CNCCc2ccc3c(c2)OCO3)c1	-3	-3
N#CCC[C@@H]1CC[C@]2(CCCN(Cc3ccccn3)C2)O1	-8	-10
O=Cc1cn(Cc2ccc(Cl)cc2)c2ccccc12	2	8
COc1cc(CN2CCN(c3ccc(Cl)cc3)CC2)cc(I)c1O	0	42
CCN1CCN(Cc2cccc(OC)c2O)CC1	3	-2
COc1ccc(C=Cc2cc(OC)c(OC)c(OC)c2)cc1[N+](=O)[O-]	0	4
CC12CN3CC(C)(CN(C1)C3c1cccs1)C2=O (configuration not stated)	-1	-4
O=C(CN1CCOCC1)Nc1ccc(Cl)cc1C(=O)c1ccccc1	74*	-3
Cc1ccc2c(c1)N(C(C)C(=O)N1CCC3(CC1)OCCO3)C(=O)CO2 (configuration not stated)	-4	-4

Two successive entries from above, for reference:
SMILES	Pf apPOL inh	mHTT-CaM PPI inh
O=C(CN1CCOCC1)Nc1ccc(Cl)cc1C(=O)c1ccccc1	74*	-3
Cc1ccc2c(c1)N(C(C)C(=O)N1CCC3(CC1)OCCO3)C(=O)CO2 (configuration not stated)	-4	-4

Continuation:
SMILES	Pf apPOL inh	mHTT-CaM PPI inh
CC12CCC(O)CC1CCC1C2CCC2(C)C1CCC2(C)O (configuration not stated)	-2	-3
c1ccc2c(CN3CCCCCC3)c[nH]c2c1	4	-5
Cc1c(C#N)c(N)n(CC2CCCO2)c1C (configuration not stated)	nt	22
C(#CCN1CCOCC1)COc1ccccc1	-13	0
C[C@@H]1O[C@@H](O[C@H]2C[C@@H](O)[C@]3(CO)[C@H]4[C@H](O)C[C@]5(C)[C@@H](C6=CC(=O)OC6)CC[C@]5(O)[C@@H]4CC[C@]3(O)C2)[C@H](O)[C@H](O)[C@H]1O	-3	nt
Cc1cc(N2CCN(C)CC2)c(F)cc1[N+](=O)[O-]	-6	-3
O=S1(=O)CC2SC2C1 (configuration not stated)	1	-3
COc1ccc(-c2nc3ccccc3c(=O)n2-c2ncccc2C)cc1	27	0
Cc1ccccc1CN1CCN(c2ccccc2Cl)CC1	-10	-51
CCCn1cc(C(=O)N2CCOCC2)c2cccnc21	-2	0
N#CC(C#N)=NNc1cc(C(F)(F)F)cc(C(F)(F)F)c1	-7	nt
CNc1ccc([N+](=O)[O-])cc1[N+](=O)[O-]	nt	1
COc1ccc(/C=C/[N+](=O)[O-])cc1	4	26
CN1CCC(N2CCOCC2)CC1	-11	1
COc1cc(CN2CCN(c3ccc(F)cc3)CC2)cc(Br)c1O	-5	10
Cc1ccccc1CN1CCN(c2cccc(Cl)c2)CC1	-9	3
O=C(c1ccc(NCc2cccs2)c([N+](=O)[O-])c1)N1CC2CC(C1)c1cccc(=O)n1C2 (configuration not stated)	-4	29
Cc1ccc(C=C2CC3C4CCC5CCCCC5(C)C4CCC3(C)C2O)cc1 (configuration not stated)	-7	1
CCOC(=O)[C@]12Cc3ccccc3[C@H]1N(CCC(=O)OC)C(=O)c1cc(OC)ccc12	-1	2
COc1ccc(CN2CCN(c3ccccc3F)CC2)cc1C	2	-4
O=C(Nc1ccc(Br)cc1Cl)C(Cl)(Cl)Cl	-5	nt
Cc1nc(C(=O)NC2CCCCC2)c(C)n1C1CCN(C)CC1	-12	17
CCc1cc(N2CCN(CC)CC2)n2ncnc2n1	-5	-8
Cc1cccc(NC(=O)CN2C(=O)C(C)N=C(c3ccccc3)c3ccccc32)c1C (configuration not stated)	-24	28
CN1CCc2[nH]c(=S)c(C#N)c(-c3cccs3)c2C1	nt	52*
Cn1cc(C(=O)NCc2cccs2)c2cccnc21	-2	2
CCN(CC)S(=O)(=O)c1ccc2oc(C(=O)N3CCC4(CC3)OCCO4)c(C)c2c1	-6	8
O=[N+]([O-])c1cccc(C(Cl)Cl)c1	-8	-5
CCc1ccc(CN2CCN(c3ccccc3F)CC2)cc1	-7	-24
COc1cc(/C=C(\C)[N+](=O)[O-])cc(OC)c1OC	4	1
